Screening results (PubChem BioAssay)
CHRM4 PAM: potentiates acetylcholine response at human M4 receptor; activation, % at 3 µM; CHO-K1 hM4/Gqi5, Fluo-8 calcium fluorescence, ACh EC20; 0% = ACh EC20, 100% = maximal ACh; actives 0.4% (n = 360,000); P08173;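 active means activation above its plate's cutoff, the mean activation of sample wells plus 3 SD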; further: some results filed as inactive read as strong as hits
Target sequence (P08173 whole entry, looked up): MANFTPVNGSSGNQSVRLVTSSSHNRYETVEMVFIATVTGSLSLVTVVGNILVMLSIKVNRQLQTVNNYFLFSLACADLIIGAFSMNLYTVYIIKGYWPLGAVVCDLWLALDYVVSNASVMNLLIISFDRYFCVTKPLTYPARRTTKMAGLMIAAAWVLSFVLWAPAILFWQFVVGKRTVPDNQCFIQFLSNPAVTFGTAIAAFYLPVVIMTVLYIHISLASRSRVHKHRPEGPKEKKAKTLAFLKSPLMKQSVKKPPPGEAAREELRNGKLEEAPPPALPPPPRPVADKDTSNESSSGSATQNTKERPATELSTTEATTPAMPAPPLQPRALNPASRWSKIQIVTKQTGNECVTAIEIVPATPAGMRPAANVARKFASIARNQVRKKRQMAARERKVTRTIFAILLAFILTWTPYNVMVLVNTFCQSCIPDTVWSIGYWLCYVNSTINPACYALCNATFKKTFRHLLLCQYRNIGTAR
CHRM5 agonist: CHRM5 agonism in calcium assay; AID 624037; activation, % at 3 µM; CHO-K1 hM5 cells, Fluo-8 calcium fluorescence; 0% DMSO wells, 100% maximal acetylcholine response; actives 0.19% (n = 360,000); P08912;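 active means activation above the run's mean over test compounds plus 3 SD, cut at about 23% in these data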;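 further: signal is peak over basal fluorescence ratio across the kinetic read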
CHRM4 antagonist: CHRM4 antagonism in calcium assay; P08173; CHO-hM4 cells, ACh EC80, Fluo-8 calcium fluorescence; inhibition, % at 3 µM; actives 0.73% (n = 360,000);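 active means inhibition above its plate's cutoff, the mean inhibition of sample wells plus 3 SD, cut at about 27% in these data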;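 further: 0% = acetylcholine EC80 with DMSO and 100% = DMSO without agonist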
CRFR2-BP ag: CRF-BP/CRF-R2 complex agonism; HEK293 CRF-R2/CRF-BP, calcium dye fluorescence (FLIPR); percent of saturating CRF peptide response; activation, % at 13.2 µM; actives 0.46% (n = 350,000); AID 588473;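 active means activation of at least 50%, plus an integration ratio under a set limit after plate pattern correction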;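 further: plate controls were neutral control wells without compound for no effect and CRF at EC100 for full effect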
CHRM5 antagonist: CHRM5 antagonism in calcium assay | P08912 | CHO-hM5 cells, Fluo-8 calcium fluorescence, ACh EC80 | inhibition, % at 3 µM | actives 0.59% (n = 360,000) | AID 624040;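 active means inhibition above a per-plate cutoff, the mean of that plate's test compounds plus 3 SD, cut at about 27% in these data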;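 further: 0% = acetylcholine EC80 with DMSO and 100% = DMSO without agonist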
M5 PAM: potentiates acetylcholine response at human M5 receptor. CHO-K1 hM5, Fluo-8 calcium, ACh EC20 PAM; 0% = ACh EC20, 100% = ACh EC100. activation, % at 3 µM. actives 0.3% (n = 360,000). AID 624038;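 active means activation above the run cutoff, the mean activation of all test compounds plus 3 SD, cut at about 18% in these data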
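Assay system: CHO-K1 hM5 cells / Incubation: Fluo-8 loading 80 min at 37 °C plus 30 min room temperature / Technique: Fluo-8 calcium dye fluorescence, kinetic read / Repeats: single replicate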
CHRM4 agonist: agonists of human muscarinic M4 receptor (CHRM4). P08173. CHO-K1 hM4/Gqi5, Fluo-8 calcium fluorescence; vehicle 0%, full acetylcholine response 100%. activation, % at 3 µM. actives 0.14% (n = 360,000);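 active means activation above the run mean over all test wells plus 3 SD, cut at about 32% in these data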;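 further: peak over basal fluorescence ratio per well then scaled between controls; 0% = DMSO wells and 100% = acetylcholine at EC100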
CHRM1 antagonist: antagonists of human M1 muscarinic receptor; CHO-K1 hM1, Fluo-8 calcium fluorescence, ACh EC80 antagonist; actives 1.3% (n = 360,000); P11229; inhibition, % at 3 µM;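 active means percent inhibition above its own plate's cutoff, namely the mean of that plate's compound wells plus 3 SD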;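 further: peak over basal fluorescence ratio during 140 s after agonist addition; 0% = ACh EC80 plus DMSO and 100% = DMSO alone without agonist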
Target sequence (P11229 whole entry, looked up): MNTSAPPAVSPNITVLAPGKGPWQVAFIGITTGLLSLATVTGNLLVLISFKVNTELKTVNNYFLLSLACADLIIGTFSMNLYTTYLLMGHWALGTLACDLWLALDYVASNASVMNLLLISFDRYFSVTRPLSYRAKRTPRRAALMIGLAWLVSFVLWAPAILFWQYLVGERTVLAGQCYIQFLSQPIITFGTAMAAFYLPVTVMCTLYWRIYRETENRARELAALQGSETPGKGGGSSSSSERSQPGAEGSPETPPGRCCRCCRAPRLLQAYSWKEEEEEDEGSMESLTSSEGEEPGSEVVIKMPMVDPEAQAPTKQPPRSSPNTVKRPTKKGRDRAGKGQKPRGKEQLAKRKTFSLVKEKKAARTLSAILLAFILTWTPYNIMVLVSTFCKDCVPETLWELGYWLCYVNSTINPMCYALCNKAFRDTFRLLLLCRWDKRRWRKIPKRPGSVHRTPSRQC
M1 PAM: positive allosteric modulators of human M1 muscarinic receptor; activation, % at 3 µM; actives 0.088% (n = 360,000); CHO-K1 hM1, Fluo-8 calcium fluorescence, ACh EC20; 0% = ACh EC20, 100% = maximal ACh; AID 588819; P11229; in the data active means activation above about 19%, passing the limit was not always enough
* marks the source's active call; other numbers are inactive results; / = no result given.

SMILES | CHRM4 PAM | CHRM5 agonist | CHRM4 antagonist | CRFR2-BP ag | CHRM5 antagonist | M5 PAM | CHRM4 agonist | CHRM1 antagonist | M1 PAM
COc1ccccc1/C=N/NC(=O)CC(=O)NCc1ccccc1 | 1 | -4 | 2 | -3.0 | 8 | -5 | 0 | 1 | -3
CC1=CC(C)=Nc2ccccc2N1 | -2 | 2 | -2 | 2.6 | 2 | 3 | 1 | -2 | 0
O=C(Nc1ccc(Br)cc1)c1cccnc1N1CCCCC1 | -2 | -4 | -13 | -6.7 | -7 | -5 | -3 | 7 | -2
Cc1ccc(C(=O)OCC(=O)c2c[nH]c3ccccc23)cc1 | 7 | -3 | 0 | 0.6 | -10 | 10 | 6 | -1 | 1
Cc1ccc(-c2nc3c(c(=O)[nH]c(=O)n3Cc3ccccc3)n2C)o1 | 9 | 2 | -1 | -0.1 | 2 | 2 | 1 | -1 | 8
CC1Cc2ccccc2N1S(=O)(=O)c1cccc(C(=O)N2Cc3ccccc3CC2C(N)=O)c1 (stereo not drawn) | 2 | -1 | 17 | -0.7 | 17 | -10 | 2 | -10 | 12
CCN1C(=NCCCCO)N[C@@H](c2cccc(F)c2)C(C(=O)OC)=C1C | 23* | -6 | -11 | -0.2 | -1 | 5 | 0 | -29 | 23
Nn1c(Cc2ccc(F)cc2)n[nH]c1=S | 4 | -5 | -1 | -2.7 | -17 | -1 | 1 | 0 | 4
Cc1ccsc1/C=N/n1c(-c2ccncc2)n[nH]c1=S | 20 | 0 | -11 | 4.6 | 6 | -2 | 0 | 1 | 1
Cc1nc2c(c3c1[nH]c1ccccc13)C(O)CC(C)(C)C2 (stereo not drawn) | -1 | -3 | 0 | 1.4 | 2 | -3 | 1 | 1 | -2
CCn1c(CN2CCC(C)CC2)nc2cc(S(=O)(=O)N3CCCCC3)ccc21 | -3 | -2 | -1 | 0.0 | -7 | 0 | 1 | -8 | 1
CC(C)(C)CC(=O)Nc1ccc(S(=O)(=O)NC2=NCCCCC2)cc1 | 7 | 1 | 5 | 0.2 | 3 | 0 | 3 | -10 | 3
COCOc1ccc(C=O)cc1OCOC | 4 | 3 | -1 | -0.3 | 3 | 1 | 0 | -6 | 0
CCOC(=O)c1c(C)[nH]c(NC(=O)Nc2c(C)n(C)n(-c3ccccc3)c2=O)c1C | 1 | 3 | 3 | 2.0 | -2 | 2 | 1 | -6 | 8
CCN1CCN(c2nc(-c3ccccc3)nc3ccccc23)CC1 | 4 | -2 | 2 | -0.2 | 11 | -3 | 2 | 6 | -2
CC1(C)C(c2cccs2)=[N+]([O-])C2(CCCCC/C2=N\O)N1O (stereo not drawn) | 5 | 1 | -3 | -2.7 | 7 | 0 | 0 | -13 | 10
Clc1cccc(OCCN2CCCC2)c1 | -7 | -21 | 1 | 1.5 | 5 | -3 | 1 | -9 | 0
c1ccc2cc(CSCc3nc4ccccc4[nH]3)ccc2c1 | -3 | -2 | -4 | 15 | 1 | -12 | 4 | 2 | 0
COc1cccc(CNC(=O)Nc2cccs2)c1 | 1 | 1 | 3 | -3.6 | 0 | 3 | 1 | 2 | 4
CCn1cc(CNCc2c(C(=O)N3CCCCC3)nc3c(C)cccn23)cn1 | 0 | 2 | -3 | 3.0 | -5 | 3 | 1 | -3 | 6
COc1cc(Cl)c(C)cc1NC(=O)c1ccccc1NC(=O)CN1CCN(c2ccccn2)CC1 | 15 | -2 | -9 | -1.6 | 7 | -8 | 3 | -7 | 8
Cc1cccc(NC(=S)NCc2ccccn2)c1 | 3 | -3 | -2 | -1.0 | -1 | -1 | 1 | -4 | 5
Cc1cc(Cl)ccc1NC(=S)NCc1ccc(F)cc1 | -15 | 2 | 17 | -0.1 | 10 | -9 | 12 | 1 | -8
C=CCN1C(=O)C(CC(=O)Nc2ccccc2)S/C1=N/c1nccs1 (stereo not drawn) | -9 | 3 | -6 | 1.2 | 2 | -1 | 5 | 2 | -4
Fc1ccccc1-c1nc(-c2cnccc2C(F)(F)F)no1 | -30 | 4 | 10 | -1.9 | 10 | -11 | 11 | 10 | -1

Single entries from the results shown:
CHRM1 antagonist with COCOc1ccc(C=O)cc1OCOC → -6
CHRM5 agonist with Cc1ccsc1/C=N/n1c(-c2ccncc2)n[nH]c1=S → 0
M1 PAM with Fc1ccccc1-c1nc(-c2cnccc2C(F)(F)F)no1 → -1

Additional records.
SMILES | CHRM4 PAM | CHRM5 agonist | CHRM4 antagonist | CRFR2-BP ag | CHRM5 antagonist | M5 PAM | CHRM4 agonist | CHRM1 antagonist | M1 PAM
O=C(Nc1ccccc1)C1Cc2c(-c3ccc(Cl)cc3)ccnc2O1 (stereo not drawn) | 5 | -1 | -7 | / | -4 | 0 | 3 | -10 | 8
COc1ccccc1C(=O)O/N=C(\N)c1ccc(Cl)cc1 | 7 | -1 | -6 | -1.2 | -6 | 5 | -1 | -7 | 7
CCOc1ccc(NC(=O)CSC(N)=O)cc1 | -2 | 1 | 10 | -2.4 | 7 | -1 | 0 | -10 | 9
CC(C)[C@H](NC(=O)C1CC(=O)N(c2ccc(F)cc2)C1)C(=O)N1CCCCC1 (stereo partly drawn) | 4 | -3 | 4 | -2.3 | 8 | -5 | 1 | -8 | 15
Cc1ccccc1CN1CCN(CCCc2ccccc2)C(CCO)C1 (stereo not drawn) | -11 | 1 | 24 | 5.4 | 3 | -6 | 4 | 10 | -13
CCOC(=O)N1CCN(S(=O)(=O)c2ccc3c(c2)C(C)C(=O)N3)CC1 (stereo not drawn) | 6 | 3 | -4 | 0.1 | -1 | 3 | 2 | -3 | 13
Cc1csc2c(NC3CCN(Cc4ccccc4)CC3)ncnc12 | -20 | -2 | -7 | 2.0 | 2 | 3 | 4 | -1 | -6
CCN(CC)N=Nc1ccc(S(=O)(=O)Nc2c(C)n(C)n(-c3ccccc3)c2=O)cc1 | 1 | -3 | 0 | 0.2 | 4 | 2 | 2 | 2 | -2
CCCN(C)C1CN(Cc2cn(Cc3ccc(C)cc3)nn2)S(=O)(=O)C1 (stereo not drawn) | 12 | 0 | -4 | / | 2 | 1 | 1 | / | /
CCNS(=O)(=O)c1ccc(CCC(=O)N2CCCC2)cc1 | 0 | 2 | 2 | -0.3 | -1 | 7 | 0 | -17 | 16
CSc1nnc(-c2ccccc2)n1C | 3 | 3 | 4 | -0.7 | 6 | -1 | 1 | 5 | 2
COCCn1c(SCC(=O)NC(=O)NCc2ccccc2)nc2ccccc21 | -1 | -5 | -3 | -0.8 | -1 | 5 | 0 | -18 | 0
CN1C(=O)C(O)(C2COC(C)(C)CC2=O)c2ccccc21 (stereo not drawn) | 7 | -2 | -2 | 3.6 | 2 | 4 | 1 | 3 | -1
O=C(NCCc1ccccc1)C1CCCN1S(=O)(=O)c1ccc(Cl)cc1 (stereo not drawn) | 7 | -3 | -17 | -2.6 | -12 | 8 | 1 | -27 | 15
COc1ccc(C(=O)/C=C/Nc2ccccn2)c(OC)c1 | -5 | 1 | -3 | 1.3 | -3 | 2 | 2 | -8 | 13
CCc1nnc(NC(=O)CSc2nnc(CNc3cccc(Cl)c3)n2CC)s1 | 2 | -3 | 2 | 1.2 | -4 | -4 | 1 | -33 | 10
CC1CCCC(C)N1C(=O)/C=C/c1ccc(S(=O)(=O)N2CCOCC2)cc1 (stereo not drawn) | -2 | 0 | -6 | 1.3 | 2 | -3 | 6 | 2 | 4
COc1ccccc1C(=O)N1C(CC(=O)Nc2cc(Cl)ccc2C)C(=O)NC2CCCCC21 (stereo not drawn) | -10 | 5 | 8 | 4.9 | 11 | -13 | 18 | 18 | -12
COc1cc(OC)c(Nc2cc(C)nc3nc(C)nn23)cc1Cl | 0 | 2 | 1 | 0.4 | -1 | -2 | 0 | 103* | 2
COc1ccc(NC(=O)CSc2nc(C)cs2)cc1 | 3 | -3 | 2 | 1.2 | -3 | 11 | 0 | 0 | -1
O=C(CC1(O)C(=O)Nc2ccccc21)c1cccc(Br)c1 (stereo not drawn) | 4 | 0 | 11 | 3.6 | 0 | 5 | 1 | -10 | 3
O=C(CSc1nc2ccccc2o1)Nc1nc2ccccc2s1 | 7 | 1 | 0 | -0.9 | 7 | 0 | 2 | -13 | 9
COc1ccccc1-n1ccnc(SCC(=O)NCCc2ccccc2)c1=O | -2 | -1 | -12 | 0.2 | -15 | 7 | 1 | -1 | 2
COc1ccc(N2C(=O)CC(N3CCN(c4ccc(S(C)(=O)=O)cc4)CC3)C2=O)cc1 (stereo not drawn) | 4 | -1 | 3 | 5.5 | -4 | 2 | 1 | 5 | -1
COc1ccc(N2CCN(C(=O)CNC(=O)Cn3cnc4sc(C)c(C)c4c3=O)CC2)cc1 | 3 | -2 | -6 | 0.4 | 5 | 0 | 0 | -3 | 6
SMILES | CHRM4 PAM | CHRM5 agonist | CHRM4 antagonist | CRFR2-BP ag | CHRM5 antagonist | M5 PAM | CHRM4 agonist | CHRM1 antagonist | M1 PAM
CC(=O)Nc1cc(-c2cccc(C(=O)N(C)C)c2)cn2c(-c3ccc(F)cc3)cnc12 | -4 | 0 | -1 | / | -2 | 1 | 5 | 2 | -8
CCNC(=S)NNC(=O)c1ccc2ncccc2c1 | 6 | 0 | -6 | -0.8 | -1 | 3 | 1 | 3 | 4
Cc1ccc(-c2nc(Nc3ccccc3)n[nH]2)cc1 | 1 | 0 | -3 | -1.1 | 0 | -3 | 3 | -27 | 6
O=C(COC(=O)c1ccccc1)c1ccc(Br)cc1 | 6 | -2 | 0 | 1.2 | -6 | 8 | 2 | -26 | 0
Cc1nn(-c2ccccc2)c2sc(C(=O)N3CCOCC3)cc12 | 2 | -8 | -14 | 0.9 | 1 | 0 | 5 | -8 | 3
CCc1ccccc1NC(=S)N(CCN1CCOCC1)Cc1ccccc1F | -1 | -4 | -14 | -1.3 | 3 | 12 | 2 | 10 | -3
NS(=O)(=O)c1cccc(NC(=O)CN2CCCc3ccccc32)c1 | 5 | 1 | -3 | 0.0 | 6 | 2 | 2 | -1 | 9
Cc1ccc(C(=O)NCC(=O)OCC(=O)/C=C2\N(C)c3ccccc3C2(C)C)cc1C | -11 | -4 | -2 | 0.3 | 16 | -15 | 11 | 11 | -11
CC(=O)c1ccc(C(=O)N2CCCC(N3CCN(c4ccc(F)cc4)CC3)C2)s1 (stereo not drawn) | 11 | -4 | 2 | -0.8 | 5 | -2 | 2 | -5 | 3
C[C@@H]1CCCCO[C@H](CN(C)S(=O)(=O)c2cn(C)cn2)[C@@H](C)CN([C@H](C)CO)C(=O)c2cc(NC(=O)c3ccncc3)ccc2O1 | 18* | 1 | -32 | 1.5 | -16 | 6 | 0 | -1 | -3

Nothing new here: 2 of the compounds above.
SMILES | CHRM4 PAM | CHRM5 agonist | CHRM4 antagonist | CRFR2-BP ag | CHRM5 antagonist | M5 PAM | CHRM4 agonist | CHRM1 antagonist | M1 PAM
O=C(COC(=O)c1ccccc1)c1ccc(Br)cc1 | 6 | -2 | 0 | 1.2 | -6 | 8 | 2 | -26 | 0
Cc1nn(-c2ccccc2)c2sc(C(=O)N3CCOCC3)cc12 | 2 | -8 | -14 | 0.9 | 1 | 0 | 5 | -8 | 3

Profiles, quoted from the list. Order of screens: CHRM4 PAM | CHRM5 agonist | CHRM4 antagonist | CRFR2-BP ag | CHRM5 antagonist | M5 PAM | CHRM4 agonist | CHRM1 antagonist | M1 PAM
CC(=O)Nc1cc(-c2cccc(C(=O)N(C)C)c2)cn2c(-c3ccc(F)cc3)cnc12 reads -4 | 0 | -1 | / | -2 | 1 | 5 | 2 | -8
CCc1ccccc1NC(=S)N(CCN1CCOCC1)Cc1ccccc1F reads -1 | -4 | -14 | -1.3 | 3 | 12 | 2 | 10 | -3
